# XBP1 UPR activ – activators of adaptive arm of unfolded protein response (XBP1); CHO-XBP1 luciferase reporter, IRE1-XBP1 UPR activation, luminescence; percent of tunicamycin response, DMSO as zero; activation, % at 20 µM; 0.33% of 330,000 active; AID 463104;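 active means versus positive control, 20 µM dose yields 30% or more activation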;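 further: 100% = tunicamycin at 10 µg/mL and 0% = DMSO only wells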
#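 incubation = overnight seeding at 37 °C, 6 h compound treatment at 37 °C | assay system = CHO-XBP1 cells stably carrying IRE1-XBP1-driven luciferase reporter | input = 1000 cells per well | detection = luciferase luminescence | dosing = single point, 20 µM final compound, 1% DMSO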
# APJ antag – antagonists of human APJ apelin receptor; P35414; CHO-K1 APJ beta-arrestin complementation, luminescence; inhibition, % at 20 µM; 0.32% of 330,000 active;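 active means inhibition above about 40% at 20 µM, limit read from the data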;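 further: cells challenged with 10 nM apelin-13 agonist together with compound; plate controls were apelin-13 plus DMSO wells for no effect and DMSO wells lacking apelin-13 for full effect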
# UPR CHOP act – activators of apoptotic arm of unfolded protein response (CHOP). 0.34% of 330,000 active. AID 449763. CHO-CHOP luciferase reporter, UPR activation, luminescence; percent of tunicamycin response over DMSO baseline. activation, % at 10 µM;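 active means at 10 µM dose, activation of 40% or more, normalized to positive control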;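 further: 100% = tunicamycin at 10 µg/mL and 0% = DMSO alone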
#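 Assay system: CHO cells with stable CHOP pathway luciferase reporter; Buffer or medium: F12 plus 10% serum; Times: 16-18 h cell attachment, then 6 h compound exposure, 37 °C; Signal: luciferase luminescence; Read-out basis: percent activation relative to tunicamycin control; Control set: tunicamycin high control, DMSO low control.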
# APJ agonist – activates the human apelin receptor APJ; CHO-K1 APJ PathHunter beta-arrestin, luminescence; 0% DMSO wells, 100% apelin; activation, % at 20 µM; 0.11% of 330,000 active; AID 2520;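 active means activation more than six SD over the plate average, tested at 20 µM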;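 further: 0% = DMSO alone and 100% = apelin-13 at 10 nM; some results filed as inactive read as strong as hits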
#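 Incubation: overnight seeding, 90 min compound at 25 °C, 1 h detection; test system: PathHunter CHO-K1 APJ (AGTRL-1) beta-arrestin reporter cells; amount: 1000 cells/well; doses: one dose, 20 µM compound, 1% DMSO; measured by: beta-gal luminescence; measure: agonist-driven arrestin binding to APJ; benchmarks: negative DMSO alone, positive Apelin-13 at 10 nM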
# 697 NFkB inh – inhibitors of the PMA/ionomycin-induced NF-kB reporter in 697 B cells; 697 B-cell NF-kB luciferase reporter, 16 h; inhibition, % at 4 µM; 0.33% of 330,000 active; AID 435022; in the data active means inhibition above about 35%
# Jurkat NFkB inh – lowers PMA/ionomycin-induced NF-kB signal in Jurkat cells; PMA/ionomycin-induced NF-kB luciferase reporter, luminescence; inhibition, % at 4 µM; 0.53% of 330,000 active; AID 435003; in the data active means inhibition above about 50%
# tim23-1 inh – tim23-1 yeast growth inhibition | S. cerevisiae tim23-1 growth, BacTiter-Glo luminescence, 24 h | inhibition, % at 20 µM | 1.3% of 330,000 active | AID 463212;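 active means growth inhibition of the mutant yeast at or above 50%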;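 further: temperature-sensitive mutant grown at 25 °C; plate controls were DMSO-treated mutant yeast for no effect and medium wells lacking yeast for full effect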
# Mdm2-MdmX inh – disrupts the human Mdm2-MdmX interaction; O15151+Q00987; SaOS-2 split-luciferase Mdm2/MdmX complementation, luminescence; inhibition, % at 8 µM; 3% of 330,000 active; AID 485346;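 active means inhibition of at least 50% at 8 µM in the primary screen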
# Target sequence (O15151 whole entry, looked up): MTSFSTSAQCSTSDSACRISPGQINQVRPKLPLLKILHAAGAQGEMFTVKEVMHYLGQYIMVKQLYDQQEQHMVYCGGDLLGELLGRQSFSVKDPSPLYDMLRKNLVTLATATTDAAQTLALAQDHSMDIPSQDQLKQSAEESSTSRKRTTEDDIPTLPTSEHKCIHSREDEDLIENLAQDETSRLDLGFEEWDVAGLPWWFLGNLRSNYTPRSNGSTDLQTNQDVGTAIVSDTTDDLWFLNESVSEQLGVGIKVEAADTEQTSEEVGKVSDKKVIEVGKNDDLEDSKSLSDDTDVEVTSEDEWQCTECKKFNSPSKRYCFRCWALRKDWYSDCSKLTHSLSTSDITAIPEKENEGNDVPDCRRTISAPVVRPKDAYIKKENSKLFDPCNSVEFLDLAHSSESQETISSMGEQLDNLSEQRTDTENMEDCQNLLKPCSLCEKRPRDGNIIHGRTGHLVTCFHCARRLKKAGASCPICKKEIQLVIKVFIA
# Target sequence (Q00987 whole entry, looked up): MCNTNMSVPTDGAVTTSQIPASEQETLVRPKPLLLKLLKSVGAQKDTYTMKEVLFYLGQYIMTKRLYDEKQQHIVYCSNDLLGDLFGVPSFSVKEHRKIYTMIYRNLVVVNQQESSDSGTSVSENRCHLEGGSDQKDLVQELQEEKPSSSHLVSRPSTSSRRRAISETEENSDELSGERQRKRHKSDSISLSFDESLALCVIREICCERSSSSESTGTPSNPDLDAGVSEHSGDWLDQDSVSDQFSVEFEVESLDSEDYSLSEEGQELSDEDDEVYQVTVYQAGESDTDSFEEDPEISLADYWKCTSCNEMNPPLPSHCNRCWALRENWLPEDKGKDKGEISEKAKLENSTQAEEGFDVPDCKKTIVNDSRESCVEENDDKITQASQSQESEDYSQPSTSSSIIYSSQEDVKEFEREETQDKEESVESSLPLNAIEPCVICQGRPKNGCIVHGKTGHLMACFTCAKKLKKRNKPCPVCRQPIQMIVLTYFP
# The depositor's hits bear a star.
cpd	molecule	XBP1 UPR activ	APJ antag	UPR CHOP act	APJ agonist	697 NFkB inh	Jurkat NFkB inh	tim23-1 inh	Mdm2-MdmX inh
1	COc1ccc(OC)c(NC(=O)COc2ccc(S(=O)(=O)N3CCCC3)cc2)c1	-3	-20	-0.3	0	11	15	25	28
2	CCOC(=O)C(=O)Nc1ccc(OC)c(Cl)c1	-2	0	0.2	-1	-5	-5	6	4
3	COc1ccc(C)cc1S(=O)(=O)N(CC(=O)Nc1cccc([N+](=O)[O-])c1)c1ccccc1	-4	5	1.0	-2	9	-10	28	14
4	Cc1cccc(N(CC(N)=O)C2SC(=O)N(c3ccccc3)C2=O)c1 (configuration not stated)	6	1	0.4	-3	-4	-8	13	-5
5	O=C(O)COc1ccccc1/C=N/n1c(C2CCCCC2)n[nH]c1=S	-1	13	0.8	-5	9	7	-4	28
6	CN1CCC(NC(=O)NC2CCCCC2)CC1	3	-7	0.0	0	20	13	0	-1
7	CCCC(=O)Nc1cc(OC)c(OC)cc1C(=O)O	1	11	2.2	1	6	1	2	13
8	Cc1cc(/C=C2\NC(=O)NC2=O)c(C)n1-c1cccnc1	0	6	2.8	-2	7	3	-6	-2
9	N=C1C(c2nc3ccccc3s2)=C(O)CN1NC(=O)c1ccco1	-2	0	2.0	0	25	4	3	14
10	CN(C)C(=O)CSCc1c(Cl)cccc1Cl	3	4	-2.1	1	1	-7	13	-14
11	CCOC(=O)Cc1c(C)nc2c(-c3cccc(Br)c3)cnn2c1C	3	3	0.9	2	-26	19	12	11
12	Cc1ccc(-c2nn(CC(=O)O)c(=O)c3ccccc23)cc1	-1	15	-1.7	-3	15	10	16	3
13	Cc1ccc(-n2c(CSc3nc(C)cc(C)n3)nnc2SCC(=O)Nc2nccs2)cc1	-2	3	-1.2	-1	2	-14	-3	11
14	CCn1c(SCC(=O)Nc2cc(C)on2)nc2c([nH]c3ccccc32)c1=O	5	2	0.2	-1	6	4	-27	65*
15	Cn1c(=O)c(=O)n(C)c2cc(S(=O)(=O)CCC(=O)NCc3ccccc3)ccc21	0	13	-0.8	-3	-9	1	6	5
16	CC(=O)N(\C=C/C=C/C=C1\Sc2ccccc2C1=O)c1ccccc1	9	13	64*	0	-11	-1	29	81*
17	COC(=O)c1cc(=O)n2c(-c3ccccc3)csc2n1	-2	15	0.5	4	-20	-8	12	0
18	CSCC[C@H](NC(=O)c1cccc(S(=O)(=O)N2CCCCC2)c1)c1nc2ccccc2[nH]1	-1	4	-0.7	-2	-18	-11	2	-8
19	Cc1ccc(NC(=O)CC2=NC(=O)C(CC(=O)Nc3ccccc3C)S2)cc1 (configuration not stated)	-2	-4	-0.3	-1	-16	-2	8	-13
20	Cc1cc(C(=O)NC2CCCCC2)c2cc(F)ccc2n1	-6	6	0.6	-2	19	10	6	1
21	CC(Sc1cccc[n+]1[O-])C(=O)Nc1cc(Cl)c(Cl)cc1Cl (configuration not stated)	0	7	1.1	-5	2	8	7	-2
22	CCOC1OC(=O)C(Cl)=C1Nc1ccccc1C (configuration not stated)	-2	7	6.7	0	9	0	9	-4
23	COc1ccc(C2C3=C(NCCN=C3c3ccccc3)C(=O)N2c2ccccc2)c(OC)c1 (configuration not stated)	-3	-1	-1.1	-2	9	-8	-1	24
24	Cc1ccccc1-n1c(=O)c2ccccc2n2nnnc12	-1	9	3.5	1	22	5	13	6
25	Cc1cccc(C)c1NC(=O)CN(C)C(=O)C1=COCCO1	0	-5	1.3	-4	8	-9	-1	-16
26	NNC(=O)c1cc(C23CC4CC(CC(C4)C2)C3)nc2ccccc12	-5	-6	0.0	1	4	-2	38	15
27	COc1ccc(C(=O)Nc2nc3ccccc3s2)cc1OC	0	-1	5.2	0	-141	-69	36	-136
28	COc1ccc(NC(=S)Nc2ccc(Oc3ccccc3)cc2)cc1	-1	30	1.0	-3	-2	8	-4	30
29	O=C(CCCN1C(=O)c2ccccc2C1=O)NCCCN1CCOCC1	0	-5	-0.9	-3	10	-3	0	6
30	CCC(=O)Nc1ccc(Cl)c(NC(=O)c2cccnc2)c1	-2	18	-0.7	0	14	14	-25	9
31	O=C(COc1ccc(F)cc1Cl)NC1CCCCCC1	-1	-2	4.8	-2	-179	-123	50	-220
32	CCC(=O)c1ccc(OCC(=O)O)c(OC)c1	1	-3	-1.0	-4	3	7	-3	0
33	Cc1ccccc1NC(=O)c1cccc(OCc2c(C)noc2C)c1	-1	-9	1.7	0	6	-9	14	-2
34	COC(CNC(=O)c1ccc(CS(=O)(=O)c2ccccc2)o1)OC	-3	0	1.4	-4	-1	-5	11	-6
35	CC(C)c1ccc(OC(=O)NCCO)cc1	-4	9	2.8	-2	0	3	11	-7
36	Cc1ccc(-n2c(SCC(=O)Nc3ccc4c5c(cccc35)CC4)nc(O)c(C)c2=O)cc1	-2	-8	5.6	-2	6	-7	16	-4
37	COc1ccc(-n2nc(C(=O)NCC(=O)N(C)Cc3ccccc3)c3ccccc3c2=O)cc1OC	4	15	3.0	1	1	17	23	19
38	COc1cc(NC(=O)NC(C)(C(F)(F)F)C(F)(F)F)cc(OC)c1OC	0	7	0.5	-3	12	-6	-7	3
39	Cc1nc(NC(=O)c2cncc(Br)c2)ccc1Br	-2	5	7.0	0	-42	-33	4	-10
40	C=CCN1CCN(C(=O)c2cc3c(s2)CCC(CC)C3)CC1 (configuration not stated)	-6	6	2.5	-6	-12	-3	12	17
41	CN(C(=O)COC(=O)c1cccc(S(=O)(=O)N2CCOCC2)c1)C1CCS(=O)(=O)C1 (configuration not stated)	-1	19	0.6	5	-6	10	26	-16
42	CSc1ccccc1NC(=O)c1cccnc1	0	15	-1.4	-3	-41	-4	-6	27
43	Cc1cccc(-c2nc(CS(=O)CC(=O)N3CC(C)CC(C)C3)c(C)o2)c1 (configuration not stated)	-3	4	0.9	-3	-22	-2	23	19
44	O=C(Cn1c(=O)n(Cc2ccc3c(c2)OCO3)c(=O)c2ccccc21)N1CCCc2ccccc21	1	11	-0.6	-5	-11	-7	29	25
45	Cc1cccc(NC(=O)c2ccccc2C(=O)O)c1	-5	-5	-3.0	-1	13	9	18	1
46	CCOc1ccc(CN(Cc2ccco2)S(=O)(=O)c2ccc(-n3cnnn3)c(OC)c2)cc1	-1	2	-1.6	-5	20	9	14	0
47	O=c1cc(CN2CCCCCC2)nc2sccn12	0	-18	-1.3	-2	12	21	18	-2
48	O=[N+]([O-])c1cc(C(F)(F)F)c(Cl)cc1N1CCN(CCO)CC1	0	-17	-0.2	-1	16	5	-2	7

# Among those listed so far, 5 have a COOH group:
cpd	molecule	XBP1 UPR activ	APJ antag	UPR CHOP act	APJ agonist	697 NFkB inh	Jurkat NFkB inh	tim23-1 inh	Mdm2-MdmX inh
5	O=C(O)COc1ccccc1/C=N/n1c(C2CCCCC2)n[nH]c1=S	-1	13	0.8	-5	9	7	-4	28
7	CCCC(=O)Nc1cc(OC)c(OC)cc1C(=O)O	1	11	2.2	1	6	1	2	13
12	Cc1ccc(-c2nn(CC(=O)O)c(=O)c3ccccc23)cc1	-1	15	-1.7	-3	15	10	16	3
32	CCC(=O)c1ccc(OCC(=O)O)c(OC)c1	1	-3	-1.0	-4	3	7	-3	0
45	Cc1cccc(NC(=O)c2ccccc2C(=O)O)c1	-5	-5	-3.0	-1	13	9	18	1

# Further records.
cpd	molecule	XBP1 UPR activ	APJ antag	UPR CHOP act	APJ agonist	697 NFkB inh	Jurkat NFkB inh	tim23-1 inh	Mdm2-MdmX inh
49	CCn1c2ccccc2c2cc(NC(=O)COC(=O)c3ccccc3F)ccc21	1	-21	1.4	2	-34	-4	9	7
50	CN(C)c1ccc(CN(C(=O)c2cc3ccccc3oc2=O)C2CCS(=O)(=O)C2)cc1 (configuration not stated)	2	30	5.1	-2	-10	-26	5	-57
51	COc1cccc(/C=C/C(=C2/C(=O)N(c3ccccc3)N=C2C)c2ccc(Br)cc2)c1OC	0	-2	17	1	21	17	27	59*
52	COc1cc(CCCN2C(=S)NC[C@@H]2Cc2ccccc2)cc(OC)c1OC	-1	-38	1.4	1	9	-4	10	31
53	CC1(C)CC(CC(=O)O)(c2ccc(Cl)cc2)CCO1 (configuration not stated)	-2	-12	-2.0	-4	21	-5	2	-15
54	Cc1ccc(C(=O)Nc2nc3ccc(S(C)(=O)=O)cc3s2)cc1C	3	5	2.4	0	-39	-17	-16	29
55	O=C(CCc1c[nH]c2ccccc12)NN1C(=O)NC2(CCCCC2)C1=O	-1	13	-1.3	-1	-13	8	10	-29
56	COc1ccc([C@H]2CC(=O)C=C(c3ccc(CNC(=O)OC(C)(C)C)cc3)C2)cc1	-3	-7	8.2	9	-15	20	29	4
57	Cc1ccc(S(=O)(=O)N2CN(Cc3ccco3)c3nc4ccccc4nc32)cc1	3	-4	2.6	-2	-28	15	29	-6
58	Cc1ccc(CNC(=O)C(CC(C)C)OC(=O)c2ccco2)cc1 (configuration not stated)	0	-8	-0.4	-3	-7	-3	22	2
59	COc1ccc(-n2c(CCc3ccccc3)n[nH]c2=S)cc1	-2	-4	4.3	-2	12	3	11	12
60	O=C(C1CCCO1)N1CCN(C(=S)Nc2ccc(F)c(Cl)c2)CC1 (configuration not stated)	-5	-4	-1.6	-3	4	5	3	28
61	CCOC(=O)CNC(=O)CSc1ncnc2c1nnn2-c1ccc(F)cc1	-5	27	1.4	-4	12	5	5	26
62	CC1(C)CC2CC(C)(CN2/C=C2/CCCCC2=O)C1 (configuration not stated)	0	-2	-0.4	-5	29	0	17	10
63	O=C(NCc1cn2ccccc2n1)C1CCC(=O)N(Cc2ccccc2F)C1 (configuration not stated)	2	-6	0.0	-3	-4	-3	3	9
64	CC(NC(=O)c1ccc2c(c1)S(=O)(=O)N=C1CCCCCN12)c1ccc(S(N)(=O)=O)cc1 (configuration not stated)	-3	21	2.0	5	-12	7	6	5
65	O=C(Cc1ccccc1)N/N=C/c1cc2c(cc1Cl)OCO2	0	-21	-0.4	0	-33	-1	-7	-13
66	c1csc(-c2nnsc2-c2nc3ccccc3[nH]2)c1	2	5	1.9	-3	-80	-60	17	-28
67	COc1ccc(NS(=O)(=O)c2cc(OC)ccc2OC)cc1	-4	4	-0.3	0	5	-9	13	-1
68	CC1(C)Cc2c(cnn2-c2ccc(F)cc2)C(NC(=O)C2=NNC(=O)CC2)C1 (configuration not stated)	-2	19	4.1	-1	-24	-18	12	-38
69	O=C1/C(=C/c2ccc(C(=O)O)cc2)CCC/C1=C\c1ccc(C(=O)O)cc1	0	13	5.9	0	-5	5	12	-11
70	Cc1ccc(OCCOC(=O)Nc2ccccc2)cc1	-1	-14	2.3	0	-31	-19	9	1
71	COC(=O)c1ccc(CSc2nc3c(c(=O)n2-c2ccc(Br)cc2)SCC3)o1	0	31	-0.3	-7	-6	4	38	10
72	COCCCn1c(SCC(=O)NC(C)(C)C)nnc1-c1cccs1	-2	-8	1.1	-4	10	-1	-1	14
73	COc1cc(C(=O)O)ccc1O	-1	7	-1.6	5	3	8	0	9
74	Cc1ccc(NC(=O)CN(C)C(=O)c2ccc(NC(=O)CC3SC(N4CCCC4)=NC3=O)cc2)cc1 (configuration not stated)	2	10	0.4	-3	16	8	11	1
75	Cc1[nH]c(=S)[nH]c(=O)c1Cc1ccccc1	1	-5	-3.3	-2	9	6	12	-2

# Outcome played no part in choosing rows; any-hit rate near 5%.
